# High-throughput results deposited in PubChem by several laboratories.
# CAL-PDZ inh HTS: CAL PDZ (human) peptide binding inhibition; Q9HD26; purified CAL PDZ, TMR-peptide fluorescence polarization, 1 h; inhibition, % at 24.9 µM; hit rate 0.92% among 300,000; AID 602252;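 active = mean inhibition of at least 30% with at least half of replicates also reaching 30%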;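 note: 0% = DMSO neutral control and 100% = excess unlabeled competitor peptide PRC23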
# C-LANA FP: KSHV C-LANA DNA binding inhibition; MBP-C-LANA/FAM-LBS DNA binding, fluorescence polarization; inhibition, % at 9 µM; hit rate 0.078% among 340,000; AID 504423;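 active = highest replicate inhibition at or above 60% at 9 µM, even if other replicates fall short; inactive = all replicates below 60% inhibition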;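 note: 0% = neutral control wells and 100% = 4 µM acridine orange control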
# Keap1 Nrf2 FP: disrupts human Keap1 binding to Nrf2 peptide; Q14145; Keap1 Kelch-Nrf2 peptide fluorescence polarization, 1536-well; inhibition, % at 9.4 µM; hit rate 0.15% among 340,000; in the data active = inhibition above about 12%;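 note: human Keap1 Kelch domain with fluorescein labeled Nrf2 9mer peptide probe; 0% = neutral control wells and 100% = peptide positive control; higher means more block of Keap1 binding to Nrf2 peptide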
# Target sequence (Q14145 whole entry, looked up, the tested form may be a part): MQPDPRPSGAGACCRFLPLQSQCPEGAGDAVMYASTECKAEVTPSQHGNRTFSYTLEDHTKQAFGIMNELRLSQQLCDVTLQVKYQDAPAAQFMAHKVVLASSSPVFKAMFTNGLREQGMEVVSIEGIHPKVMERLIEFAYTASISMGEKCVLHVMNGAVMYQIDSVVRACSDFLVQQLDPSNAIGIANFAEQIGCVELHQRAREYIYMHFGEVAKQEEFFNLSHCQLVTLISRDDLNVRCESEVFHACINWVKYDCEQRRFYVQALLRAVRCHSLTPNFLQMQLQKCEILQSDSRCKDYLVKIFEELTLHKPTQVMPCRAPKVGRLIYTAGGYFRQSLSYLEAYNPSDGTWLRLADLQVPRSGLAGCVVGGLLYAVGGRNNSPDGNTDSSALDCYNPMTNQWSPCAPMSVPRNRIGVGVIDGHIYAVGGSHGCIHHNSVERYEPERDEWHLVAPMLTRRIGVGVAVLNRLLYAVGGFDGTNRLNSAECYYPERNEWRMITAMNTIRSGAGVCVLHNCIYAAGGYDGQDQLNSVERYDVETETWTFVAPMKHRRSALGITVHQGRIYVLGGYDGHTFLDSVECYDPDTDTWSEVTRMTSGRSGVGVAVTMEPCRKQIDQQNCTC
# MOR-DOR inv ag: inverse agonist of human OPRM1-OPRD1 heterodimerization. P35372+P41143. cell-based MOR-DOR heterodimer luminescence, inverse agonism. inhibition, % at 9.3 µM. hit rate 0.21% among 340,000. AID 504357; in the data active = inhibition above about 22%, passing the limit was not always enough;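 note: 0% = cells with DMSO and 100% = wells without cells with DMSO; values of inactives mirror those of a sister screen read the other way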
# HTR5A ag ctr: HTR5A agonism, opioid heterodimer counter-screen; HTR5A agonist assay, luminescence, cell-based; activation, % at 9.3 µM; hit rate 0.61% among 340,000; AID 504692; in the data active = activation mostly above about 9.5%, no sharp cut-off; inactive = mostly below about 7.6%;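 note: 0% = cells with vehicle only and 100% = reference agonist; strong numbers were not always called active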
# Target sequence (P47898 whole entry, looked up): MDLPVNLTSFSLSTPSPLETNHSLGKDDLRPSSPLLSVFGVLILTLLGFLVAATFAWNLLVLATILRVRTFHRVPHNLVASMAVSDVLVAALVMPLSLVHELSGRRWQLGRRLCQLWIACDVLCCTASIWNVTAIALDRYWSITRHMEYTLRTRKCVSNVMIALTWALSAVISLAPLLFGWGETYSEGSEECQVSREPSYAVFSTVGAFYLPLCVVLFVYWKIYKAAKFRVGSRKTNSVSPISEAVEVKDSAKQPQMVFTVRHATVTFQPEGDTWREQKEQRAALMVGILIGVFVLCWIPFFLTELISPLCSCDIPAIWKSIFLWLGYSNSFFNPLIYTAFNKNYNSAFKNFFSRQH
# RTF Ca sens act: cardiac RTF calcium sensitization; P19429+P45379; AID 493008; hit rate 0.24% among 340,000; IANBD-labeled TnC RTF fluorescence at EC20 calcium; 0% EC20 calcium, 100% full calcium; activation, % at 7.2 µM;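 active = activation above the mean over all tested compounds plus 3 SD, cut at about 30% in these data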;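 note: rise in fluorescence read as greater calcium sensitivity of cardiac thin filaments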
# V-ATPase pHluor: yeast V-ATPase proton transport regulation by pHLuorin. S. cerevisiae, pHLuorin cytosolic pH fluorescence. hit rate 0.37% among 350,000. response, % at 10 µM; in the data active = response mostly above about 7.3%, no sharp cut-off; inactive = mostly below about 5.4%; note: actives read high; inactives centre near 0; some compounds called inactive have numbers as strong as hits; reference of the scale not given here
# MOR-DOR ag: OPRM1-OPRD1 heterodimerization agonism; P35372+P41143; cells, luminescence; activation, % at 9.3 µM; hit rate 0.3% among 340,000; in the data active = activation above about 18%;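 note: 0% = vehicle-treated cells and 100% = reference agonist; values of inactives mirror those of a sister screen read the other way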
# HTR5A inv ag: counter-screen for OPRM1-OPRD1 inverse agonists: human HTR5A inverse agonism; HTR5A cell line, luminescence; inhibition, % at 9.3 µM; hit rate 0.083% among 340,000; in the data active = inhibition mostly above about 23%, no sharp cut-off; inactive = mostly below about 18%;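 note: 0% = cells with DMSO and 100% = no-cell wells with DMSO; some compounds called inactive have numbers as strong as hits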
# Cardiac RTF inh: cardiac RTF calcium desensitization. inhibition, % at 7.15 µM. IANBD-labeled cardiac RTF, Ca2+ fluorescence. P19429+P45379. AID 493244. hit rate 0.12% among 340,000;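 active = inhibition above the mean inhibition of all tested compounds plus 3 SD, cut at about 17% in these data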;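 note: assay run at fixed EC70 calcium of 1.6 mM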
# The depositor's hits bear a star; i = inactive; / = no result given.
SMILES,CAL-PDZ inh HTS,C-LANA FP,Keap1 Nrf2 FP,MOR-DOR inv ag,HTR5A ag ctr,RTF Ca sens act,V-ATPase pHluor,MOR-DOR ag,HTR5A inv ag,Cardiac RTF inh
Cc1nc(SCc2ccc(F)cc2)c([N+](=O)[O-])[nH]1,4,1.7,-2,8,-6,0,-3,-1.4,16,-19
Cc1cccc(N2CCN(S(=O)(=O)c3ccc4c(c3)CCN4C(=O)CCC(=O)O)CC2)c1C,-1,-0.5,3,9,-2,-5,-1,-1.7,14,-11
COCC(C)Nc1nc(C)c(C(C)=O)s1 (configuration not stated),-5,1.2,-8,7,1,-1,-2,-1.4,15,4
COc1ccc(NS(=O)(=O)c2ccc(OC)c(NC(=O)CNC(=O)c3ccc(OC)cc3)c2)cc1,-1,-1.0,-2,9,3,-2,-4,-2.2,9,-7
CC(=O)c1ccc(NC(=S)N2CCN(c3ccccn3)CC2)cc1,1,0.0,7,14,3,-3,-1,-2.5,-10,-18
CC(=O)NNC(=O)c1csc(-c2csc(C)n2)n1,/,0.5,-4,2,2,5,-6,-0.4,-6,-2
CC12CN3CCN(CC(C3)/C1=N\N=C1/C3CN4CCN(C3)CC1(C)C4)C2,2,1.3,2,-2,6,2,-3,0.2,-16,2
C#CCn1c2ccccc2c2nc3ccccc3nc21,-2,2.1,-1,-1,6,8,1,0.2,-21,-4
CN(CCCN1CCCCC1)C(=O)c1cc(COc2ccc(F)cc2F)on1,-2,0.1,6,14,7,-1,-2,-2.7,7,-5
Cc1ccc(-c2nnn(CC(=O)N3c4ccccc4CCc4ccccc43)n2)cc1,-1,1.2,-3,-10,1,5,2,1.8,-16,0
Cc1ccc(C(=O)N/C(=C\c2cccs2)C(=O)N2CCCCCC2)cc1,-5,0.6,-4,-6,4,3,3,1.1,-12,-1
O=C(NCCCN1CCN(c2ccccc2)CC1)C1CCCN(c2ncnc3c2nc2n3CCCCC2)C1 (configuration not stated),/,-1.7,-3,9,1,3,-1,-1.7,-11,-6
COCCn1c(N)c(N(Cc2ccccc2)C(=O)CN2C(=O)NC(C)(c3ccccc3)C2=O)c(=O)[nH]c1=O (configuration not stated),-4,2.0,-6,4,0,-3,-2,-0.8,-17,-8
Cc1ccccc1-n1cnnc1SCC(=O)Nc1cccnc1Cl,-3,5.6,-5,11,-2,-7,1,-2.2,4,-8
CCOC(=O)C1CCCN(C(=O)c2cc3c(OC)c(OC)c(OC)cc3[nH]2)C1 (configuration not stated),8,-0.9,-7,15,-1,3,-2,-3.4,2,2
CCc1ccc(NC(=O)CNS(=O)(=O)c2c(C)noc2C)cc1,-1,-0.8,-2,3,1,-3,-1,-0.8,-1,2
Cc1cc(NC(=O)Nc2cccc([N+](=O)[O-])c2)no1,-3,-1.2,1,-6,0,3,-1,1.3,0,-9
CCn1cc([N+](=O)[O-])c(C(=O)N2N=C(c3ccc(OC)cc3OC)CC2c2ccccc2O)n1 (configuration not stated),-5,-0.7,-2,7,-5,2,1,-1.4,17,-10
O=C(CCN1C(=O)/C(=C/c2ccccc2Cl)SC1=S)NC1C=CS(=O)(=O)C1 (configuration not stated),-6,0.6,2,-4,-1,7,0,0.8,10,-5
Cc1ccccc1C(=O)Nc1nnc(CC(=O)N/N=C/c2cn(Cc3ccccc3)c3ccccc23)s1,-6,-3.0,-6,5,1,6,-3,-0.9,-5,-18
CCOC(=O)c1cc(-c2ccccc2C)n(CC2CC(c3cccc([N+](=O)[O-])c3)=NO2)n1 (configuration not stated),-1,1.6,-1,-2,1,9,-7,0.4,-19,-3
COc1ccc2oc(C(=O)Nc3nc4ccc(S(C)(=O)=O)cc4s3)c(C)c2c1,-4,-3.7,-4,3,-4,-18,8,-0.5,2,-12
CCOc1ccc(-c2nonc2NC(=O)c2ccco2)cc1OCC,-1,-1.0,1,-6,13*,-1,1,1.2,-5,3
O=C(CCn1c(=O)[nH]c2ccsc2c1=O)Nc1ccc(F)c(F)c1,2,-0.7,-5,8,2,11,6,-1.4,-11,-10
O=C(CSc1nc2ccccc2c(=O)n1CCCN1CCOCC1)Nc1ccc2c(c1)OCO2,-2,0.0,-2,17,4,-8,-2,-3.4,11,15
COc1ccccc1N(C)S(=O)(=O)c1ccc(C(=O)OC(C)C(=O)NCc2ccc3c(c2)OCO3)cc1 (configuration not stated),-2,-0.2,-4,12,-3,-2,-3,-2.3,-3,9
CC1=C(C(=O)Nc2cccnc2)C(c2ccc(C(C)C)cc2)n2ncnc2N1 (configuration not stated),/,-0.2,-4,16,4,1,5,-3.0,-10,0
CCOC(=O)C1Nc2ccc(C)cc2C2C=CCC12 (configuration not stated),3,1.8,3,-4,1,0,3,0.6,-2,-6
Cc1cccc(NC(=O)c2cc(-c3cccnc3)nc3c(C)cccc23)n1,-1,-0.3,0,-45,11*,-2,0,8.4,-9,-11
C=CCSc1nc(N)c(C#N)c(-c2ccc(C)cc2)c1C#N,-2,-0.5,-1,-20,2,4,0,3.4,-6,2
O=C(NN=Cc1ccccc1C(=O)O)c1cccc(S(=O)(=O)Nc2cccc(C(F)(F)F)c2)c1,3,0.6,3,-2,-4,0,0,0.4,17,-8
COc1ccc(NC(=S)NNC(=O)Cn2nc(C(F)F)cc2C(F)F)cc1,-1,0.5,-3,-6,0,14,-1,1.2,-1,0
COc1ccc(-c2cc(C(F)F)n3ncc(C(=O)Nc4cccc(S(=O)(=O)N5CCOCC5)c4)c3n2)cc1,-2,1.1,1,18,0,9,-2,-3.6,7,-7
C=CCN1C(=O)c2ccccc2C1(O)Cc1ccccc1 (configuration not stated),-11,-0.3,1,7,1,0,0,-1.5,-5,-9
COc1ccc(C2=NOC(C)(c3nnc(-c4ccc(F)cc4)o3)C2)cc1 (configuration not stated),4,2.0,6,-4,-3,-3,-6,0.8,11,-18
COc1ccc(-c2csc3nc[nH]c(=O)c23)cc1OC,-7,-2.2,-5,8,-1,4,-3,-1.8,3,-4
O=C(NC(Cc1ccccc1)c1ccc2c(c1)OCCCO2)c1ccc(F)cc1 (configuration not stated),-7,-1.0,-4,-6,2,-2,3,1.1,-9,-5
O=C(OCC(=O)N1CCCC1)c1ccc(S(=O)(=O)Nc2ccccc2)cc1,2,3.3,-3,10,2,-6,1,-2.1,1,2
CC1(C)OC(=O)C(=CNC(Cc2c[nH]c3ccccc23)C(=O)O)C(=O)O1 (configuration not stated),-1,0.3,2,5,12,3,-2,-0.9,2,-2
COc1ccc2c(CC(=O)Nc3ccc(OC)nc3)coc2c1,-6,0.7,-6,1,-1,5,-4,-0.3,-16,-9
FC(F)(F)c1ccccc1NC(=S)Nc1ccccc1,7,-1.4,-8,14,0,-3,0,-3.1,0,-6
CCCN1CCN(CC(=O)Nc2nnc(CC)s2)CC1,-1,1.7,-3,7,-1,6,-4,-1.4,4,-7
CCC(CC)NC(=O)CN(c1ccccc1OC)S(=O)(=O)c1cccs1,-1,0.5,-3,9,2,3,-3,-1.6,25,-3
Cc1cc(-n2cc(Br)c(=O)[nH]c2=O)nc(-c2ccccc2)n1,-2,0.5,4,0,8,-5,-2,0.0,-23,-1
COc1c(C=O)c2c(c(OC)c1OC)-c1ccc(OC)c(=O)cc1C(NC(C)=O)CC2 (configuration not stated),-2,3.1,3,0,3,-1,3,0.0,-13,-9
COc1ccc(C(=O)NC2CCN(CC(=O)Nc3c(C)cccc3C)CC2)cc1OC,-1,/,-5,0,3,1,4,0.0,8,3
Cc1ccc(N2C(=O)c3cccc4c(Oc5ccccc5[N+](=O)[O-])ccc(c34)C2=O)c(C)c1,-2,-1.0,1,-8,-4,4,0,1.1,8,-8
CC12CCC(=O)N1C(C(=O)NCCN1C(=O)S/C(=C\c3ccccc3Cl)C1=O)CS2 (configuration not stated),0,-1.8,-4,12,-2,-2,3,-2.9,5,-7
CC(=O)c1cnn(-c2c(Cl)cc(Cl)cc2Cl)c1C,/,-3.1,-1,7,2,-5,1,-1.5,1,3
CCCCC(=O)Nc1ccc(C(=O)c2ccccc2)cc1,-3,0.4,-7,-5,1,0,-2,1.0,-3,-7
CCc1nc(SCc2ccccc2C)n[nH]1,3,-0.3,0,14,-1,-2,-3,-2.9,3,-5
COc1ccc(NC(=O)c2cccnc2N2CCCC2)cc1,/,-0.4,1,19,-1,-3,-2,-3.6,-19,0
CCOC(=O)N1CCN(CCC(=O)Nc2cc(OC)ccc2OC)CC1,-2,4.4,3,6,0,-4,1,-1.3,-1,-7
Fc1ccccc1OCCCCN1CCCCC1,2,-1.4,-1,12,1,-1,-2,-2.5,-5,-10
CCC(C)(C)n1nnnc1C(c1ccc(C)cc1)N1CCC(C)CC1 (configuration not stated),-3,-0.8,-1,-31,-2,1,-3,5.2,10,-22
CC(Oc1ccccc1Cl)C(=O)/C=C/N(C)C (configuration not stated),/,0.5,-8,9,2,2,1,-1.8,-8,-7
O=C(CCN1C(=O)S/C(=C/c2ccccc2)C1=O)Nc1ccc(O)c(C(=O)O)c1,-1,-1.5,-2,4,-2,1,1,-0.7,7,-22
CCCCC(O)(C(NC=O)C(=O)OC)C(F)(F)F (configuration not stated),-7,0.1,-1,-7,3,10,0,1.2,-16,-9
Cc1nn(Cc2ccc(Cl)cc2Cl)c(C)c1NC(=O)Cn1nc([N+](=O)[O-])c(Cl)c1C,-7,0.2,6,8,3,-1,-1,-1.5,-8,-2
CCCn1c(SCC(=O)Nc2cc(S(=O)(=O)N3CCOCC3)ccc2Cl)n[nH]c1=O,1,0.6,3,15,4,0,2,-2.8,18,-4
# New compounds follow.
SMILES,CAL-PDZ inh HTS,C-LANA FP,Keap1 Nrf2 FP,MOR-DOR inv ag,HTR5A ag ctr,RTF Ca sens act,V-ATPase pHluor,MOR-DOR ag,HTR5A inv ag,Cardiac RTF inh
CCOC(=O)C1(CC2CCCCO2)CCN(Cc2ccccc2-c2ccco2)CC1 (configuration not stated),-4,-2.1,0,i,3,4,2,379*,3,-7
O=S(=O)(Nc1ccc(Br)cc1)c1cccc2cccnc12,-1,-0.1,-7,11,0,4,2,-2.2,-1,9
O=S(N1CCCCCC1)C12CC3CC(CC(C3)C1)C2 (configuration not stated),-1,1.3,1,5,2,2,-1,-0.9,-6,0
COc1ccc(NC(=O)COc2cccc(-n3cnnn3)c2)cc1Cl,1,-0.2,-3,-6,-4,8,-4,0.9,11,-10
CCC(C)NC(=O)CSc1ncnc2sccc12 (configuration not stated),/,0.3,3,2,3,-1,-1,-0.3,-1,-2
CCOC(=O)N1CCN(C(=O)c2ccc(S(=O)(=O)NCc3ccco3)cc2)CC1,6,1.7,-6,-1,-4,9,7,0.2,10,0
COc1cc(CC(=O)Oc2ccc3c(c2)OCO3)cc(OC)c1OC,/,-0.2,-6,14,-4,3,-1,-2.5,13,2

# Two records drawn at random from those above:
SMILES,CAL-PDZ inh HTS,C-LANA FP,Keap1 Nrf2 FP,MOR-DOR inv ag,HTR5A ag ctr,RTF Ca sens act,V-ATPase pHluor,MOR-DOR ag,HTR5A inv ag,Cardiac RTF inh
CCC(C)(C)n1nnnc1C(c1ccc(C)cc1)N1CCC(C)CC1 (configuration not stated),-3,-0.8,-1,-31,-2,1,-3,5.2,10,-22
O=S(N1CCCCCC1)C12CC3CC(CC(C3)C1)C2 (configuration not stated),-1,1.3,1,5,2,2,-1,-0.9,-6,0
